# OXTR ag: human OXTR agonism; activation, % at 3 µM; CHO-OTR cells, Fluo-8 calcium fluorescence; normalized: DMSO 0%, oxytocin 100%; P30559; actives 0.32% (n = 320,000);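 active = activation above the mean of all tested compounds plus 3 SD, cutoff set per screening run, cut at about 20% in these data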;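 also: peak over basal fluorescence ratio from a 100 s FLIPR kinetic read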
# V1aR counter: activates human V1a receptor in oxytocin agonist counter-screen; P37288; CHO-V1R cells, Fluo-8 calcium fluorescence, agonist mode; 0% DMSO, 100% 3 nM vasopressin; activation, % at 3 µM; actives 0.25% (n = 320,000); AID 2797;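 active = activation above the mean activation of all tested compounds plus 3 SD, per screening run, cut at about 20% in these data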;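 also: signal is peak over basal fluorescence ratio across a 100 second FLIPR read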
# Target sequence (P37288 whole entry, looked up): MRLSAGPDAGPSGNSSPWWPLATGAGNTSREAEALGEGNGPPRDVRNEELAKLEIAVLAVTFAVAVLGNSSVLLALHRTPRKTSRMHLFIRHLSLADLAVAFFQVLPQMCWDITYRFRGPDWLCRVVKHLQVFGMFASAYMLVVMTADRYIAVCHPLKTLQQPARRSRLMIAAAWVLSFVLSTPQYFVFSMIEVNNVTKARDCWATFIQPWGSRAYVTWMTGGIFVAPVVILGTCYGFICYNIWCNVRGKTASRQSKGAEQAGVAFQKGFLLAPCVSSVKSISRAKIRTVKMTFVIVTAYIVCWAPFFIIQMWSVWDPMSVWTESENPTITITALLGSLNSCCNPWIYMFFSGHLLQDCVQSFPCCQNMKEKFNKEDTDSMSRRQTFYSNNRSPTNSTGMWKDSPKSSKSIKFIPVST
# PHOSPHO1 block: PHOSPHO1 (human) inhibition; Q8TCT1; recombinant PHOSPHO1, absorbance phosphatase assay; inhibition, % at 13.3 µM; actives 1.1% (n = 290,000); in the data active = inhibition above about 60%
# GalR3 antag: blocks the human galanin receptor 3; O60755; HEK293 GalR3-CNG cAMP membrane potential fluorescence; galR3 body fused to GalR1 C-terminus; inhibition, % at 3 µM; actives 0.44% (n = 360,000);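 active = inhibition above the screen-wide average plus 3 SD, cut at about 13% in these data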;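 also: forskolin and galanin both at EC90 stimulate the cells; cAMP rise reported by CNG channel membrane potential dye signal; 0% = forskolin plus galanin with DMSO and 100% = forskolin alone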
# Target sequence (O60755 1-299 limits assumed): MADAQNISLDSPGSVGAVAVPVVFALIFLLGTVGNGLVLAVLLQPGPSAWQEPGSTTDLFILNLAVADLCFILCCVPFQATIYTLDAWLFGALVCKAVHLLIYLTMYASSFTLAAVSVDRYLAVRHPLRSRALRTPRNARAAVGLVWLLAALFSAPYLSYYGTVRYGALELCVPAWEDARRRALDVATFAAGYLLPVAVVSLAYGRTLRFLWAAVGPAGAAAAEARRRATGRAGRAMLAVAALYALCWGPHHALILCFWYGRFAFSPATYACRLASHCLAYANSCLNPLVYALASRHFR
# IMP-1 inh: inhibitors of Pseudomonas aeruginosa IMP-1 metallo-beta-lactamase | actives 0.45% (n = 290,000) | inhibition, % at 5.6 µM | purified IMP-1, nitrocefin hydrolysis, epi-absorbance fluorescence;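 active = inhibition above the mean plus 3 SD of all compounds in the same screening run, cut at about 4.5% in these data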;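 also: 0% = IMP-1 with DMSO and 100% = DMSO wells lacking enzyme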
#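 System: Purified IMP-1 | Read-out basis: Percent enzyme inhibition | Controls: IMP-1 with DMSO as 0%, enzyme-free DMSO as 100% | Replicates: One well per compound | Doses: 5.6 µM nominal single concentration | Detection: Epi-absorbance fluorescence, 480 nm excitation, 530 nm emission | Incubation: 25 °C, 15 min preincubation, 25 min reaction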
# VIM-2 inhibitor: blocks Pseudomonas aeruginosa VIM-2 metallo-beta-lactamase; purified VIM-2, nitrocefin hydrolysis, epi-absorbance fluorescence; inhibition, % at 5.6 µM; actives 0.89% (n = 290,000); AID 1527;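 active = inhibition above the mean of all tested compounds plus 3 SD, cutoff set per screening run, cut at about 7.5% in these data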;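 also: red hydrolysis product quenches plate fluorescence so inhibitors raise well fluorescence; 0% = enzyme with DMSO and 100% = DMSO without enzyme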
# GPR7 antag: human neuropeptides B/W receptor 1 antagonism. P48145. GPR7-expressing cells, fluorescence antagonist assay. inhibition, % at 4.4 µM. actives 1.1% (n = 290,000). AID 1861; in the data active = inhibition above about 16%, passing the limit was not always enough;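 also: cells stimulated with the agonist NPW; 0% = agonist with vehicle and 100% = vehicle without agonist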
# Target sequence (P48145 whole entry, looked up): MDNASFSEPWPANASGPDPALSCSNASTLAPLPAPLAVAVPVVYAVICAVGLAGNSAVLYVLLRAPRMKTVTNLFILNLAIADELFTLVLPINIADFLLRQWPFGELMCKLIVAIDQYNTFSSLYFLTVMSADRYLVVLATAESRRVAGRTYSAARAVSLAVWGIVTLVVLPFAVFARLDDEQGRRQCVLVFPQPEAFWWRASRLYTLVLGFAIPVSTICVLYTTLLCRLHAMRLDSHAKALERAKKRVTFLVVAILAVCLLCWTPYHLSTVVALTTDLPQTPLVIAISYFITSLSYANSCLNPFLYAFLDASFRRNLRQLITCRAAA
# HCV NS3 hel inh: inhibitors of Hepatitis C virus NS3 helicase | inhibition, % at 10.9 µM | AID 1800 | actives 0.56% (n = 290,000) | NS3 helicase DNA unwinding, Cy5 molecular beacon fluorescence;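 active = inhibition above the mean of all tested compounds plus 3 SD, set per campaign, cut at about 35% in these data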;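 also: 0% = DMSO wells and 100% = thioflavine S control wells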
#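 Test system: hepatitis C virus NS3 helicase domain fragment enzyme. Also added: annealed dual-labelled DNA beacon duplex, ATP-started. Timing: 60 min unwinding reaction at 25 °C after ATP addition. Technique: Cy5 fluorescence. Measure: % inhibition of unwinding.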
# FID counter: counter-screen for HCV NS3 helicase inhibitors: DNA intercalator displacement; AID 1845; actives 0.17% (n = 290,000); inhibition, % at 7.9 µM; DNA fluorescent intercalator displacement, fluorescence; in the data active = inhibition above about 37%;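 also: 0% = vehicle and 100% = reference compound; higher means more ethidium bromide displaced from hairpin DNA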
# * = called active by the depositor; nt = not tested or not shown. Only part of the results is shown; rates above refer to the full screens.
SMILES,OXTR ag,V1aR counter,PHOSPHO1 block,GalR3 antag,IMP-1 inh,VIM-2 inhibitor,GPR7 antag,HCV NS3 hel inh,FID counter
O=C1C2CCN(CC2)C1Cc1ccc(OCc2ccccc2)cc1 (stereo not given),0.7,1.9,43,-4,-1.9,-1.2,10,-15,7
Cc1ccc(OCC(=O)NCCN2CCN(C(=O)COc3ccc(C)cc3)CC2)cc1,-1.2,-0.2,29,-5,-1.5,-0.6,6,-7,-28
CCCCn1c(O)c(/C=C/C=Nc2ccccc2)c(=O)[nH]c1=O,4.1,8.4,9,0,-2.0,-1.1,-5,7,1
CSc1nnc([C@@H](N)Cc2c[nH]c3ccccc23)o1,1.4,2.0,-4,-3,-0.5,-0.4,-8,-6,-4
COc1cc(OC)c(OC)cc1CNC(C)C(O)c1ccccc1 (stereo not given),-0.1,-0.5,-18,-5,-2.5,-3.2,-5,-4,4
CCC(C)c1ccc(N2C(=O)NC(=O)/C(=C/c3cccn3CCOc3ccc(C)cc3)C2=O)cc1 (stereo not given),-1.2,0.6,7,-5,-3.2,-3.1,-10,31,-10
CC(O)(CS(=O)(=O)c1cccc(C(F)(F)F)c1)C(=O)Nc1cccc(C(F)(F)F)c1 (stereo not given),0.4,0.9,24,-5,-2.2,-3.7,-17,-4,-8
CC(=O)Nc1ccc(OC(=O)N(C)c2ccc(C)cc2)cc1,1.2,1.4,55,-5,-2.4,-1.8,0,-2,-19
C[N+](C)(C)CC(=O)Nc1ccc(Cl)cc1C(=O)c1ccccc1,-0.5,-1.0,2,-3,-3.8,-2.5,-17,7,4
COc1ccccc1OCCCn1cc(C=O)c2ccccc21,0.9,2.2,25,-3,-3.1,-3.4,-5,3,-9
CN1CCN(C(=O)COc2ccc(Oc3ccccc3)cc2)CC1,2.4,1.8,28,0,-4.6,0.8,3,-6,8
COc1ccccc1N1CCN(Cc2ccc(Cl)cc2Cl)CC1,-1.8,-0.8,16,1,-1.7,-2.9,-2,3,5
CCOP(=O)(OCC)C1(O)C(=O)Nc2ccc(Br)cc21 (stereo not given),1.3,1.2,6,-3,-2.3,1.4,-7,0,-7
CCN(CCNc1ccc([N+](=O)[O-])c2cccnc12)S(=O)(=O)c1ccccc1,-1.5,0.0,1,-1,-3.3,-3.6,-13,2,3
CCOP(=O)(OCC)C(c1ccccc1)N(C)C=O (stereo not given),0.2,0.0,14,-7,-2.7,1.1,-3,2,3
c1ccc2c(CCNCc3ccc4c(c3)OCO4)c[nH]c2c1,10,1.6,-32,-9,0.0,-3.6,-10,-26,10
O=C(c1cccc(Cl)c1)C1CCCN(Cc2ccon2)C1 (stereo not given),0.3,2.3,44,-2,-2.0,-2.9,15,3,-2
COc1cccc(C2(O)CCSCC2CN(C)C)c1 (stereo not given),-0.1,1.2,-7,3,-2.4,-0.7,-3,-25,-2
Cc1cc(NC(=O)CCl)on1,1.1,0.7,-12,-2,-3.6,-1.8,1,-4,-4
O=C1NC(=O)C(=Cc2ccc(-c3ccc(Cl)cc3)o2)C(=O)N1,-0.9,-0.5,20,nt,3.1,1.5,18,-1,-3
CCCCn1c(O)c(C(C)=NCCN2CCOCC2)c(=O)[nH]c1=O,-1.2,0.7,-7,-1,-0.5,-3.9,-14,6,0
CN1CC[C@]2(c3cccc(O)c3)Cc3nc4ccccc4cc3C[C@H]2C1,nt,nt,12,nt,-0.2,6.4,-4,-17,7
CCCCSC1=NN1c1nc(N)nc(C)c1CC,2.0,-0.4,27,-4,-1.4,0.2,-7,-10,-8
CN1CCN(CC(=O)Nc2ccc([N+](=O)[O-])cc2C(=O)c2ccccc2)CC1,-0.8,-0.6,29,-5,-2.5,-0.5,1,14,17
COc1ccc(C(CNC(=O)Cc2ccc(Cl)c(Cl)c2)N(C)C)cc1 (stereo not given),1.8,2.6,28,-8,1.5,-0.9,4,-6,15
O=c1[nH]c(=S)n(CCC2=CCCCC2)c(O)c1C=NC1CCN(Cc2ccccc2)CC1,-0.5,-0.9,-32,-5,-2.7,-0.6,-11,-2,-3
CC(=O)O[C@]1(c2ccccc2)CCN(C)[C@H]2CCCC[C@@H]21,0.2,0.9,-2,-1,-2.4,-3.2,-8,9,16
Cc1ccccc1-n1c(/C=C/c2ccccn2)nc2ccccc2c1=O,-2.4,1.3,44,-5,-2.2,-1.8,-9,-11,-31
COc1ccc(C(=O)OC2CC3CCC(C2)[N+]3(C)[O-])cc1OC (stereo not given),0.1,-0.1,22,-12,-2.5,-4.1,-10,6,-7
CC12CCCCC1N(O)CN2O (stereo not given),0.7,-0.1,4,-3,-2.0,4.4,-10,11,-1

# Some of these compounds in order of formula weight, low to high.
SMILES,OXTR ag,V1aR counter,PHOSPHO1 block,GalR3 antag,IMP-1 inh,VIM-2 inhibitor,GPR7 antag,HCV NS3 hel inh,FID counter
CC12CCCCC1N(O)CN2O (stereo not given),0.7,-0.1,4,-3,-2.0,4.4,-10,11,-1
CC(=O)O[C@]1(c2ccccc2)CCN(C)[C@H]2CCCC[C@@H]21,0.2,0.9,-2,-1,-2.4,-3.2,-8,9,16
c1ccc2c(CCNCc3ccc4c(c3)OCO4)c[nH]c2c1,10,1.6,-32,-9,0.0,-3.6,-10,-26,10
O=C1NC(=O)C(=Cc2ccc(-c3ccc(Cl)cc3)o2)C(=O)N1,-0.9,-0.5,20,nt,3.1,1.5,18,-1,-3
COc1ccc(C(=O)OC2CC3CCC(C2)[N+]3(C)[O-])cc1OC (stereo not given),0.1,-0.1,22,-12,-2.5,-4.1,-10,6,-7
Cc1ccccc1-n1c(/C=C/c2ccccn2)nc2ccccc2c1=O,-2.4,1.3,44,-5,-2.2,-1.8,-9,-11,-31
CN1CC[C@]2(c3cccc(O)c3)Cc3nc4ccccc4cc3C[C@H]2C1,nt,nt,12,nt,-0.2,6.4,-4,-17,7
COc1ccc(C(CNC(=O)Cc2ccc(Cl)c(Cl)c2)N(C)C)cc1 (stereo not given),1.8,2.6,28,-8,1.5,-0.9,4,-6,15
CN1CCN(CC(=O)Nc2ccc([N+](=O)[O-])cc2C(=O)c2ccccc2)CC1,-0.8,-0.6,29,-5,-2.5,-0.5,1,14,17
O=c1[nH]c(=S)n(CCC2=CCCCC2)c(O)c1C=NC1CCN(Cc2ccccc2)CC1,-0.5,-0.9,-32,-5,-2.7,-0.6,-11,-2,-3

# (more compounds)
SMILES,OXTR ag,V1aR counter,PHOSPHO1 block,GalR3 antag,IMP-1 inh,VIM-2 inhibitor,GPR7 antag,HCV NS3 hel inh,FID counter
OC1C2CN3CN(C2)CC1(c1ccccc1)C3 (stereo not given),nt,nt,32,0,0.0,-2.1,0,-1,2
O=C1NC(=O)N(c2ccccc2F)C(=O)/C1=C/c1ccc(Sc2nc3ccccc3[nH]2)o1,39*,28*,-38,-4,-4.8,-2.4,2,36,-74
COc1ccc(-c2cc(=NCCC(=O)O)c3cc(C)ccc3o2)cc1,nt,nt,-17,-6,0.9,4.1,1,-5,-19
O=c1c2ccccc2nc(CNCC2CCCO2)n1-c1ccc(F)cc1 (stereo not given),-1.2,-0.9,21,2,-2.5,-3.6,2,-3,-5
CSc1nnc(OC(=O)N(C)C)n1-c1ccc(Cl)cc1,-1.8,0.0,40,4,-0.1,-1.8,-5,-8,-3
O=C(COC(=O)Cc1ccccc1)Nc1cc(S(=O)(=O)N2CCOCC2)ccc1N1CCCC1,-1.3,-0.2,-10,0,-2.4,-1.6,0,0,-28
CN1CCc2cc3c(c4c2C1Cc1ccccc1-4)OCO3 (stereo not given),-0.4,0.2,8,-12,3.2,19*,-7,44*,30
N#Cc1cc(F)c(N2CCNCC2)cc1Cl,3.8,2.6,-22,1,-3.8,-1.3,-2,2,7
C[C@H]1[C@H](OC(=O)CCC(=O)NCc2ccc(C(=O)O)cc2)O[C@@H]2O[C@@]3(C)CC[C@H]4[C@H](C)CC[C@@H]1C24OO3,-0.5,0.0,nt,nt,-1.8,-3.5,-20,6,-35
N#CCCn1cc(C(=O)Nc2ccc([N+](=O)[O-])cc2)c(-c2ccccc2)n1,0.6,0.7,35,-1,-1.5,-2.3,-4,-7,12
CC1CCSP(=O)(Oc2ccccc2)O1 (stereo not given),0.1,-0.4,41,0,-0.2,-0.6,-2,0,-4
COc1ccc2c(c1)c(C(=O)CN1CCC3(CC1)OCCO3)c(C)n2Cc1ccccc1,0.8,1.0,18,-6,-2.5,-0.4,-9,-19,1
Cc1ccsc1C(=O)C1CCCN(Cc2ccn[nH]2)C1 (stereo not given),-1.4,0.0,7,-2,-2.8,-3.5,-7,0,1
CCC(C)C1N=C(c2ccccc2)c2cc(Cl)ccc2N(CC(=O)NCc2ccco2)C1=O (stereo not given),-1.5,0.5,9,5,-1.3,2.2,-3,9,3
CC1CN2c3ccc([N+](=O)[O-])cc3CC3(C(=O)N(C)C(=O)N(C)C3=O)C2C(C)O1 (stereo not given),-1.4,-0.5,16,-2,-0.5,-0.4,-14,5,-4
CN1CCN(c2ccc([N+](=O)[O-])c(N)c2)CC1,-0.1,2.1,-2,-2,-3.9,-0.3,4,-7,0
CCN(CC)P(=O)(c1n(CC)cc[n+]1CC)N(CC)CC,-0.8,0.6,-79,0,-2.5,-2.1,1,4,2
Cn1c(=O)n(C)c2cc([N+](=O)[O-])c(N3CCNCC3)cc21,0.5,0.7,4,-3,-2.3,-1.2,-10,17,1
Fc1ccccc1N1CCN(Cc2ccc3c(c2)OCO3)CC1,-1.2,-0.2,10,0,-2.5,-3.3,-1,-11,4
CC(C(=O)c1cn(C)c2ccccc12)c1ccccc1 (stereo not given),-1.6,-0.8,14,-6,-2.9,-4.0,6,-7,-7
CCCCCC(=O)N[C@@H](c1ccccc1)[C@@H](O)C(=O)O[C@H]1C[C@@]2(O)[C@@H](OC(=O)c3ccccc3)C3[C@](C)(C(=O)[C@H](O)C(=C1C)C2(C)C)[C@@H](OC1OCC(O)C(O)C1O)C[C@H]1OC[C@@]31OC(C)=O (stereo not given in full),0.5,0.5,8,-5,-3.4,-2.2,0,-51,-51
O=c1cccc2n1CC1CC2CN(CC(O)CN2CC3CC(C2)c2cccc(=O)n2C3)C1 (stereo not given),-0.4,0.4,18,-10,0.2,-3.1,3,13,-7
O=c1[nH]c(=O)n(-c2ccc(F)cc2)c(O)c1/C=C1\C=Nc2ccccc21,2.6,2.1,nt,-9,2.3,1.9,23,27,-1
COCCNC(=O)c1ccc(N2CC3CC(C2)c2cccc(=O)n2C3)c([N+](=O)[O-])c1 (stereo not given),0.4,-0.5,12,3,-1.4,-3.1,11,-1,-10
COc1ccc(CCNCc2c(OC)ccc3ccccc23)cc1,10,9.8,5,-12,-1.9,-1.0,19,-30,13
NC(=O)CSc1nnc([C@@H](N)Cc2c[nH]c3ccccc23)o1,1.7,1.1,23,-2,-2.7,-1.7,-10,-8,3

# Source: PubChem
